# CAL PDZ FP-1 = blocks peptide binding to human CAL PDZ domain; Q9HD26; purified CAL PDZ, TMR-peptide fluorescence polarization, 1 h; inhibition, % at 20 µM; actives 0.02% (n = 330,000); AID 504414;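 active = highest replicate inhibition of at least 40%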;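 note: plate controls were DMSO neutral control wells for no effect and unlabeled competitor peptide control wells for full effect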
#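 System: purified tagged CAL PDZ domain construct (CerCALP). Schedule: 1 h incubation at room temperature before polarization reading. Medium: 25 mM sodium phosphate pH 7.4, 150 mM NaCl, TCEP, IgG, Thesit. Read-out: percent inhibition from loss of millipolarization. Measured by: FP readout, S and P plane fluorescence. Probe or stimulus: fluorescent TMR peptide probe.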
# Keap1 Nrf2 FP = disrupts human Keap1 binding to Nrf2 peptide. Q14145. Keap1 Kelch-Nrf2 peptide fluorescence polarization, 1536-well. inhibition, % at 9.4 µM. actives 0.15% (n = 340,000); in the data active = inhibition above about 12%;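 note: human Keap1 Kelch domain with fluorescein labeled Nrf2 9mer peptide probe; 0% = neutral control wells and 100% = peptide positive control; higher means more block of Keap1 binding to Nrf2 peptide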
# Target sequence (Q14145 whole entry, looked up, the tested form may be a part): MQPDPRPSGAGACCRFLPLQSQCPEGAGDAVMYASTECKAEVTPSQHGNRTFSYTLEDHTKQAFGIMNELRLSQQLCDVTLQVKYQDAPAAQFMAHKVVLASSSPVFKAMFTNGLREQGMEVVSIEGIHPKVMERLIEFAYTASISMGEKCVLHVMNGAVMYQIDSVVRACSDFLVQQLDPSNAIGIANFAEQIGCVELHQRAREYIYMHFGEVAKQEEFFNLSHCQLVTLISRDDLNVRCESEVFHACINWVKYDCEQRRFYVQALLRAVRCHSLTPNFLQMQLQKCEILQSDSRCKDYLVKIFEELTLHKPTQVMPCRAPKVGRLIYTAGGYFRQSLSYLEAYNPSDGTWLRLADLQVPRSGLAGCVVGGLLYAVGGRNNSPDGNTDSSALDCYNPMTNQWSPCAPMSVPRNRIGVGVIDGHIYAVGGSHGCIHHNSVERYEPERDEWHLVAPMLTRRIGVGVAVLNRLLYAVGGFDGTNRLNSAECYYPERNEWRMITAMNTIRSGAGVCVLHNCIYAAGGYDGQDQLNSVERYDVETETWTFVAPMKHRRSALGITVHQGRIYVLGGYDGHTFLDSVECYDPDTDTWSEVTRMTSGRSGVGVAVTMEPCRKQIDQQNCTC
# CAL PDZ FP-2 = CAL PDZ (human) peptide binding inhibition; actives 0.92% (n = 300,000); AID 602252; Q9HD26; inhibition, % at 24.9 µM; purified CAL PDZ, TMR-peptide fluorescence polarization, 1 h;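 active = mean inhibition of at least 30% with at least half of replicates also reaching 30%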;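 note: 0% = DMSO neutral control and 100% = excess unlabeled competitor peptide PRC23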
# V-ATPase pH = yeast V-ATPase proton transport regulation by pHLuorin; S. cerevisiae, pHLuorin cytosolic pH fluorescence; response, % at 10 µM; actives 0.37% (n = 350,000); AID 504577; in the data active = response mostly above about 7.3%, no sharp cut-off; inactive = mostly below about 5.4%; note: actives read high; inactives centre near 0; some compounds called inactive have numbers as strong as hits; reference of the scale not given here
# Pemphigus Ab inh = inhibitors of pemphigus antibody binding to human desmoglein-3. DSG3-coupled beads, scFv-anti-DSG3-GFP binding, flow cytometry; stronger effect = lower value. AID 588358. actives 0.48% (n = 310,000). binding (percent of control), % at 10 µM;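 active = binding more than 3 SD below its plate's average and above zero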;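 note: hits lower antibody fragment binding to DSG3; some compounds called inactive have numbers as strong as hits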
# LANA DNA inh = inhibitors of KSHV LANA C-terminal domain DNA binding; MBP-C-LANA/FAM-LBS DNA binding, fluorescence polarization; actives 0.078% (n = 340,000); inhibition, % at 9 µM;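 active = highest replicate inhibition at or above 60% at 9 µM, even if other replicates fall short; inactive = all replicates below 60% inhibition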;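 note: 0% = neutral control wells and 100% = 4 µM acridine orange control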
# Cardiac RTF inh = cardiac RTF calcium desensitization; AID 493244; inhibition, % at 7.15 µM; actives 0.12% (n = 340,000); P19429+P45379; IANBD-labeled cardiac RTF, Ca2+ fluorescence;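 active = inhibition above the mean inhibition of all tested compounds plus 3 SD, cut at about 17% in these data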;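 note: assay run at fixed EC70 calcium of 1.6 mM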
# Arrestin-AP2 inh = blocks beta-arrestin peptide binding to AP2 adaptin; FITC-arrestin peptide / GST-AP2 beads, flow cytometry; AP2 beta2 appendage carries R879A mutation; inhibition, % at 10 µM; actives 0.31% (n = 340,000);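 active = inhibition above a set limit, near 3 SD of compounds lacking own fluorescence, cut at about 54% in these data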;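 note: plate controls were DMSO wells for no effect and 5 µM unlabelled arrestin peptide for full effect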
#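 test system = AP2 appendage R879A on GSH beads | buffer or medium = PBS plus Tween 20 (0.05%) and BSA (0.1%) | incubation = 12 min plus 1 h, RT | detection = bead flow cytometry, FITC channel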
# DAGLB inh = diacylglycerol lipase beta (human) inhibition; Q8NCG7; HEK293T DAGLB membrane lysate, EnzChek fluorogenic substrate; inhibition, % at 5.17 µM; actives 0.059% (n = 340,000); AID 504411; in the data active = inhibition above about 34%;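 note: 0% = enzyme with vehicle and 100% = wells lacking enzyme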
# NSD2 inh = NSD2 (human) methyltransferase inhibition. O96028. NSD2 peptide methylation, AlphaScreen, 120 min. inhibition, % at 12.5 µM. actives 0.54% (n = 310,000). AID 743445; in the data active = inhibition above about 50%
# An asterisk follows results filed as active; · = no result given. A portion of the library (hit frequency here may not be typical).
smiles,CAL PDZ FP-1,Keap1 Nrf2 FP,CAL PDZ FP-2,V-ATPase pH,Pemphigus Ab inh,LANA DNA inh,Cardiac RTF inh,Arrestin-AP2 inh,DAGLB inh,NSD2 inh
CCOc1ccccc1C(=O)N1CCCCC1C (configuration not stated),-2.1,3.0,-2.0,-2.6,·,1.8,-4.6,21.9,-3.3,-3.4
COc1ccc(S(=O)(=O)Nc2ccccc2C(=O)NC(C)C)cc1OC,-1.0,2.1,-0.3,0.7,97.5,0.3,-3.4,16.7,1.4,-0.4
CC(C)(C)OC(=O)N1CCOCCOCCN(C(=O)OC(C)(C)C)CCOCCOCC1,-1.2,-6.9,-1.7,-3.1,104.1,-0.5,-1.3,-0.1,-0.6,·
COC(=O)C1CCN(c2ccc(C(N)=O)cc2[N+](=O)[O-])CC1,0.1,-2.4,0.3,-3.4,98.9,0.4,-17.1,8.5,1.0,-1.4
Cn1c(=O)c(-c2cc(Br)ccc2N)nc2ccccc21,-0.7,-3.6,·,-0.7,103.1,-0.3,-2.6,0.7,3.1,9.5
CC(C)Cc1cc(C(=O)N2N=C(C(F)F)CC2(O)C(F)F)c2ccccc2n1 (configuration not stated),-1.0,-0.5,·,-1.9,108.0,1.1,-2.6,0.9,7.8,-1.8
C=CCN1C(=O)c2ccc(C(=O)N(C)CC(=O)Nc3ccccc3Br)cc2C1=O,-1.4,-6.2,-3.4,0.7,105.3,-1.1,-4.2,-7.2,0.1,1.1
N/C(=N/OC(=O)c1ccc(Cl)cc1)c1ncc([N+](=O)[O-])s1,0.1,22.3*,·,-9.1,96.4,9.7,·,2.6,·,-1.4
N#CCc1c(C#N)c(N)nc(N2CCOCC2)c1C#N,-0.7,-3.9,-0.3,0.8,108.1,3.5,-2.7,8.7,-1.7,·
O=C(Nc1ccc2c(c1)C(=O)N(C1CCCCC1)C2=O)C1CCCO1 (configuration not stated),-1.5,0.2,6.9,2.5,103.6,-1.3,6.5,19.9,0.6,2.2
CCN(CCNC(=O)CS(=O)(=O)Cc1nc(-c2cccc(OC)c2)oc1C)c1ccccc1,-1.7,-3.2,4.9,1.1,·,0.7,-7.1,2.9,1.9,1.3
CCn1cc(Br)c(C(=O)Nc2cccc(Cl)c2)n1,-1.4,-4.9,-1.9,1.1,104.1,-0.6,3.0,2.3,-3.0,-6.7

# The results go on:
smiles,CAL PDZ FP-1,Keap1 Nrf2 FP,CAL PDZ FP-2,V-ATPase pH,Pemphigus Ab inh,LANA DNA inh,Cardiac RTF inh,Arrestin-AP2 inh,DAGLB inh,NSD2 inh
O=C(NC(=S)Nc1cccnc1Cl)c1ccco1,-1.1,1.1,5.0,-4.3,100.7,-1.7,-6.7,4.8,0.3,4.8
Cn1c(SCC(=O)Nc2cccc(F)c2)nnc1-c1cccnc1,0.0,-5.9,-2.6,1.2,108.3,-0.3,2.8,24.5,0.3,·
COc1ccc(C[C@H]2CN3C(=NC[C@@H]3Cc3ccc(O)cc3)N2C[C@H](C)NC(=O)c2ccc(C)c(Br)c2)cc1,-5.3,-5.0,-2.6,-9.2,123.8,1.0,6.1,-4.4,-0.5,·
CCCCN1CC[C@H]2C=CC[C@@H](C(=O)Nc3nccs3)[C@H]2C1=O,-1.6,-3.3,2.4,-1.2,104.2,1.1,-2.5,6.2,0.0,·
O=C(CNS(=O)(=O)c1ccccc1)N1CCN(Cc2ccccc2)CC1,-0.4,0.5,·,1.3,100.0,-0.7,-1.0,-5.1,1.5,8.3
NCCCC[C@H](N)c1nnc([C@H](CCC(=O)O)NC(=O)C2CCNCC2)o1,0.2,-5.6,-0.3,-0.1,108.3,-0.3,-2.7,-1.9,3.0,·
O=C(C1COc2ccccc2O1)N1CCN(c2ccccc2O)CC1 (configuration not stated),-0.2,4.8,10.9,-2.4,·,1.5,-7.1,-3.0,-5.8,3.5
COc1ccc(CC(=O)OCC(=O)NC(=O)NC2CCCCC2)cc1,-2.5,4.2,2.9,-1.2,99.3,0.2,-8.4,20.8,-1.1,-0.1
Cc1ccccc1NC(=O)c1ccc(C)c(S(=O)(=O)NCc2cccnc2)c1,-3.4,-1.4,-2.9,-2.9,103.5,0.8,-1.1,4.2,1.4,-2.6
CC(=O)Nc1ccc(S(=O)(=O)O)c(OC(C)=O)c1,-0.7,-1.9,-0.6,-2.8,87.5,10.7,-1.6,3.7,-1.7,-1.7
COc1cc2c(NCCCCCO)ncnc2c(OC)c1OC,·,·,·,-2.3,104.9,·,·,·,-1.2,-5.4
Cn1c(=O)cc(OCCCC(=O)N2CCN(c3ccccc3)CC2)c2ccccc21,-1.1,-2.0,-3.5,-10.7,104.7,4.3,4.1,6.7,3.4,1.2

# The listing continues.
smiles,CAL PDZ FP-1,Keap1 Nrf2 FP,CAL PDZ FP-2,V-ATPase pH,Pemphigus Ab inh,LANA DNA inh,Cardiac RTF inh,Arrestin-AP2 inh,DAGLB inh,NSD2 inh
CN(C(=O)COC(=O)c1ccc2c(c1)OCO2)c1c(N)n(Cc2ccccc2)c(=O)[nH]c1=O,-1.8,2.4,-5.5,1.4,102.4,-1.3,-26.9,-17.9,-0.2,-2.3
O=C(CNC(=O)c1ccc(Br)cc1)NCC(=O)OCc1ccc(Cl)cc1,-1.7,-2.2,-2.8,2.0,91.3,0.0,-14.7,4.1,1.2,29.8
COc1ccc2c(c1)O/C(=C\c1sccc1C)C2=O,-0.8,-5.5,-6.1,4.8,96.5,1.2,3.6,1.4,-6.7,-1.3
C=CCn1c2ccccc2c(=O)c2cc(C#Cc3cc(OC)cc(OC)c3)ccc21,-2.7,-0.6,-1.4,-2.8,94.5,0.3,-1.5,18.4,-8.0,·
O=S1(=O)CCN(Cc2cccc(Cl)c2)CC1,-0.9,-0.8,6.9,-2.0,·,-2.8,-8.2,2.5,0.2,-0.8
N#CCCCSC1=C(C#N)C(c2ccccc2Cl)CC(=O)N1 (configuration not stated),12.0,1.7,-2.7,-5.9,·,1.9,-11.3,1.2,-1.5,-1.7
O=C(CCSCCC(=O)Nc1c(F)c(F)c(F)c(F)c1F)Nc1c(F)c(F)c(F)c(F)c1F,-0.7,-2.3,-1.1,-2.4,91.3,0.4,7.8,58.1*,-1.0,0.5
O=C(C1=C[C@@H](c2coc3ccccc3c2=O)C[C@@H](OCCCCO)O1)N1CCOCC1,0.4,1.0,-2.7,2.3,101.0,-2.4,4.9,-2.0,-3.7,·
CCOC(=O)[C@H]1[C@H]2COc3ccc(Br)cc3[C@@H]2N2C(=O)c3ccc(C)cc3NC(=O)[C@@]12C,0.0,-3.9,1.1,1.3,104.7,-0.3,-3.2,-7.2,-3.4,·
Cc1cc(Br)ccc1Nc1nc(N)nc(N)c1N=O,-0.8,-5.2,0.0,-4.5,114.5,-1.6,-9.1,17.3,13.5,0.0
CCN(CC(=O)Nc1cc(Cl)ccc1C)C(=O)Cn1c(=O)cnc2ccccc21,-2.2,1.2,-3.1,5.5,103.3,0.2,-5.8,-8.2,4.1,-3.1
COc1ccc(OC(=O)Nc2ccccc2)cc1,-3.6,0.1,-1.8,-3.4,80.8,-1.2,-1.2,-0.3,0.9,-7.2

# Continuation.
smiles,CAL PDZ FP-1,Keap1 Nrf2 FP,CAL PDZ FP-2,V-ATPase pH,Pemphigus Ab inh,LANA DNA inh,Cardiac RTF inh,Arrestin-AP2 inh,DAGLB inh,NSD2 inh
CN(CC1COCCO1)C(=O)c1cc(COc2c(F)cccc2F)on1 (configuration not stated),-1.5,7.2,-0.2,-0.8,117.5,-2.2,2.6,18.9,-1.5,·
COc1c2ccc(C(=O)NCc3cc(C(F)(F)F)cc(C(F)(F)F)c3)cc2nn1C,-0.4,-5.7,-1.7,-4.4,100.0,2.4,-6.5,-2.1,-6.5,·
CCOC(=O)c1cnc(SC2CCc3ccccc3C2=O)nc1N (configuration not stated),-2.1,-2.9,·,5.4,·,-1.0,-6.7,13.7,-8.5,-3.5
O=C(O)CCN1CC2([N+](=O)[O-])C=CC(=O)C([N+](=O)[O-])(C1)C2CC(=O)c1ccccc1 (configuration not stated),0.6,-4.9,-2.4,6.1,100.0,8.1,-8.0,15.4,5.6,33.6
Nc1ccc2c(c1)C(=O)CCC2,·,·,·,5.0,106.3,·,·,·,3.6,0.4
CCC(C)(C)C1CCC(=NNC(=S)Nc2ccccc2)CC1 (configuration not stated),-1.0,·,-8.2,-1.1,·,·,-3.3,-1.1,-0.4,1.9
Cc1oc2cc(Br)c(O)c(Br)c2c1C(=O)c1ccccc1,-1.4,4.4,5.5,-3.1,97.8,-1.2,-3.5,-17.5,-1.8,11.2
CCC(=NCCc1c(C)[nH]c2ccccc12)C1=C(O)CC(c2ccccc2)CC1=O (configuration not stated),-0.5,-2.4,2.2,3.6,80.8,0.5,7.8,-1.9,-7.4,-2.1
Cc1cc(S(=O)(=O)N2CCOCC2)ccc1OCC(=O)NCc1ccco1,-1.2,-0.4,-2.0,-5.0,95.0,0.3,-8.2,19.1,-2.2,1.3
O=C(Nc1ccc2c(c1)CCC2)c1ccc(Cl)nc1,-4.2,2.9,-1.8,0.2,95.1,-0.3,2.6,32.8,-1.1,-1.0
Cc1ccc(-n2c(C)nc3ccsc3c2=O)cc1,-0.7,-0.2,·,-1.6,96.4,0.0,-1.2,28.9,-0.6,1.9
N/C(=N\OC(=O)C12CC3CC(CC(C3)C1)C2)c1ccccn1,-0.5,3.0,-4.5,4.2,92.2,-1.2,-45.3,18.9,0.3,-4.1

# (continued)
smiles,CAL PDZ FP-1,Keap1 Nrf2 FP,CAL PDZ FP-2,V-ATPase pH,Pemphigus Ab inh,LANA DNA inh,Cardiac RTF inh,Arrestin-AP2 inh,DAGLB inh,NSD2 inh
Cc1cnc(NC(=O)c2cccs2)s1,-1.7,-3.5,-1.5,2.4,91.0,-0.4,-6.2,-13.7,-2.6,1.0
O=C(O)CC(Cc1ccc(Cl)cc1)C(=O)NCc1ccccc1 (configuration not stated),-0.2,2.2,-2.5,-1.2,100.4,-0.2,0.8,6.8,3.4,-1.7
COc1ccc(NC(=O)c2sc3nc(N4CCOCC4)c4c(c3c2N)CC(C)(C)OC4)cc1,-2.8,0.4,-2.6,-1.0,94.5,-0.3,0.5,-11.5,0.2,-1.2
Cc1ccc(NC(=O)c2ccc(COc3ccccc3)o2)nc1,-2.2,-2.4,-3.8,5.2,106.1,2.1,11.1,8.5,-2.6,1.8
C=CCNC(=S)N1CCc2c([nH]c3ccccc23)C1C (configuration not stated),-3.0,-1.6,-2.0,-0.7,99.6,-0.3,-4.7,-5.7,0.2,6.2
O=C(c1ccccc1)[C@@H]1[C@@H](C(=O)c2ccc(F)cc2)[C@@]2(C(=O)Nc3ccccc32)[C@H]2c3ccccc3C=CN12,-1.4,-4.3,-5.1,2.7,96.5,2.3,-7.9,5.8,1.0,·
Cc1cc(C)n(CC(=O)N2CCc3ccccc32)c(=O)c1C#N,-2.7,1.3,1.3,3.8,94.5,1.0,2.1,-4.1,3.3,-0.1
O=C(OC1CCOC1=O)c1cccc(S(=O)(=O)Nc2cccc(Cl)c2)c1 (configuration not stated),-1.1,-2.8,1.7,-1.8,124.3,-1.5,-13.1,62.7*,1.4,-0.8

# Compound activity as filed in PubChem.
